TAAR1 ag – agonists of human TAAR1; Q96RJ0; CHO RD-HGA16 TAAR1, Fluo-8 calcium fluorescence; vehicle wells 0%, saturating PEA agonist 100%; activation, % at 3 µM; hit rate 0.99% among 360,000;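 active = activation above the mean activation of all test compounds in the run plus 3 SD, cut at about 38% in these data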
Target sequence (Q96RJ0 whole entry, looked up): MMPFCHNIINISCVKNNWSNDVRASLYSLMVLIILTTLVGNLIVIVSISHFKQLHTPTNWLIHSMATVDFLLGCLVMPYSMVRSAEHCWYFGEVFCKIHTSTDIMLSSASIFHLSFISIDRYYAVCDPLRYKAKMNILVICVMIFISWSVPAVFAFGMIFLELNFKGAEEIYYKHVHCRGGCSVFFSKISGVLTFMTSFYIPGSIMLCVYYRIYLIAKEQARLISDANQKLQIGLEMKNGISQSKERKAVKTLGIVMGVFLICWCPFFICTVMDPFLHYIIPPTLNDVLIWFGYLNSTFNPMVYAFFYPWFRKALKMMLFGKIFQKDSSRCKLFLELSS
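System: CHO RD-HGA16 cells carrying human TAAR1 plus Gα16; Incubation: 17-24 h seeding, 75 min 37 °C dye, 30 min RT; Measured by: Fluo-8 fluorescence, 5 s baseline then 140 s kinetic read; Control set: DMSO and PEA EC100; Replication: single well for each compound.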
M4 ag – CHRM4 agonism in calcium assay | P08173 | CHO-K1 hM4/Gqi5, Fluo-8 calcium fluorescence; vehicle 0%, full acetylcholine response 100% | activation, % at 3 µM | hit rate 0.14% among 360,000;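 active = activation above the run mean over all test wells plus 3 SD, cut at about 32% in these data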;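 also: peak over basal fluorescence ratio per well then scaled between controls; 0% = DMSO wells and 100% = acetylcholine at EC100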
Target sequence (P08173 whole entry, looked up): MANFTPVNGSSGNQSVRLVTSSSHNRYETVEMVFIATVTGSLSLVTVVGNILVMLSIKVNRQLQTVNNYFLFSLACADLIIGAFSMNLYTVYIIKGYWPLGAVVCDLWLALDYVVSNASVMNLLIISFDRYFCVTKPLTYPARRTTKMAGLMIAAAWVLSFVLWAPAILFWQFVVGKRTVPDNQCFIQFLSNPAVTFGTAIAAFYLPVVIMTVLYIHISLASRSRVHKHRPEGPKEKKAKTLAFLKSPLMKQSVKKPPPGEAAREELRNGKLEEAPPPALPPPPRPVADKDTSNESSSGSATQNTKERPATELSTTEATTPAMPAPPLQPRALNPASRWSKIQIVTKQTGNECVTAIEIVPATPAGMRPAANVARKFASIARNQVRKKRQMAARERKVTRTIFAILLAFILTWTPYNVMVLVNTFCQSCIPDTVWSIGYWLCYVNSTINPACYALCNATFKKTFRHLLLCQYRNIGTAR
M5 antag – antagonists of human muscarinic M5 receptor (CHRM5). inhibition, % at 3 µM. CHO-hM5 cells, Fluo-8 calcium fluorescence, ACh EC80. hit rate 0.59% among 360,000;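 active = inhibition above a per-plate cutoff, the mean of that plate's test compounds plus 3 SD, cut at about 27% in these data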;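 also: 0% = acetylcholine EC80 with DMSO and 100% = DMSO without agonist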
M4 antag – antagonists of human muscarinic M4 receptor (CHRM4) | CHO-hM4 cells, ACh EC80, Fluo-8 calcium fluorescence | hit rate 0.73% among 360,000 | AID 624125 | inhibition, % at 3 µM;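 active = inhibition above its plate's cutoff, the mean inhibition of sample wells plus 3 SD, cut at about 27% in these data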;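 also: 0% = acetylcholine EC80 with DMSO and 100% = DMSO without agonist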
CHRM5 PAM – CHRM5 positive allosteric modulation. P08912. CHO-K1 hM5, Fluo-8 calcium, ACh EC20 PAM; 0% = ACh EC20, 100% = ACh EC100. activation, % at 3 µM. hit rate 0.3% among 360,000;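 active = activation above the run cutoff, the mean activation of all test compounds plus 3 SD, cut at about 18% in these data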
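Assay system: CHO-K1 hM5 cells. Also added: acetylcholine at EC20 concentration, added after compound. Dosing: 3 µM, single dose. Times: compound preincubation 140 s before EC20 acetylcholine addition. Signal: Fluo-8 calcium fluorescence. Measure: % activation relative to EC20 and EC100 ACh responses. Repeats: singlicate, one well per test compound.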
CHRM1 antagonist – human CHRM1 antagonism; P11229; CHO-K1 hM1, Fluo-8 calcium fluorescence, ACh EC80 antagonist; inhibition, % at 3 µM; hit rate 1.3% among 360,000; AID 588852;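 active = percent inhibition above its own plate's cutoff, namely the mean of that plate's compound wells plus 3 SD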;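 also: peak over basal fluorescence ratio during 140 s after agonist addition; 0% = ACh EC80 plus DMSO and 100% = DMSO alone without agonist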
M1 ag – human M1 muscarinic receptor agonism; CHO-K1 hM1, Fluo-8 calcium fluorescence, agonist mode; 0% DMSO, 100% acetylcholine EC100; hit rate 0.33% among 360,000; P11229; activation, % at 3 µM; AID 588814;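 active = activation above the run's mean compound activation plus 3 SD, cut at about 16% in these data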;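 also: peak over basal fluorescence ratio within a 140 s kinetic read after compound addition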
CHRM1 PAM – human CHRM1 positive allosteric modulation. P11229. CHO-K1 hM1, Fluo-8 calcium fluorescence, ACh EC20; 0% = ACh EC20, 100% = maximal ACh. activation, % at 3 µM. hit rate 0.088% among 360,000. AID 588819; in the data active = activation above about 19%, passing the limit was not always enough
M5 ag – CHRM5 agonism in calcium assay; P08912; CHO-K1 hM5 cells, Fluo-8 calcium fluorescence; 0% DMSO wells, 100% maximal acetylcholine response; activation, % at 3 µM; hit rate 0.19% among 360,000; AID 624037;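 active = activation above the run's mean over test compounds plus 3 SD, cut at about 23% in these data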;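 also: signal is peak over basal fluorescence ratio across the kinetic read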
* marks the source's active call; other numbers are inactive results; / = not tested or not shown. A portion of the library; count on the stated rates, not on these rows.

Compound	TAAR1 ag	M4 ag	M5 antag	M4 antag	CHRM5 PAM	CHRM1 antagonist	M1 ag	CHRM1 PAM	M5 ag
Cc1noc(C)c1NC(=O)Nc1ccc2c(c1)C(=O)N([C@H](C)CO)C[C@H](C)[C@@H](CN(C)C(=O)NC1CCCCC1)O2	16	2	1	-1	-1	-16	0	10	2
Cc1nnc(N/N=C/c2ccco2)n1N	2	3	8	-4	-2	-2	0	6	2
CN(C)C(=O)CSc1ccccc1C(=O)OCC(=O)NC1CC1	1	1	8	-1	6	3	0	4	1
CC1CCCN(C(=O)c2cc(F)c(F)cc2Cl)C1 (stereo unspecified)	7	0	-2	5	3	-3	-7	7	-1
N#C/C(=C\c1c(F)cccc1Cl)c1nn(-c2ccccc2)c(-n2cccc2)c1C#N	0	0	4	10	-10	-5	-4	6	-1
COc1ccc(C(=O)N/N=C/c2c[nH]c3ccccc23)cc1	2	1	8	2	-1	-3	-2	-1	5
COc1ccc([N+](=O)[O-])cc1C(=O)Nc1ccc(Cc2ccncc2)cc1	0	4	0	-8	1	-14	-3	9	-3
N#Cc1c(N)c(C#N)c(-c2ccc(O)cc2)c2c1CCCC2	21	8	3	1	-2	5	-3	-1	0
Cn1c(Cn2c(=O)sc3ccccc32)nnc1SCC(=O)NC1CCCC1	1	1	3	-13	-1	-11	0	20	0
O=C(Cc1ccc([N+](=O)[O-])cc1)N/N=C/c1cccs1	12	1	15	8	-8	-11	-3	6	-5
Cc1ccc(Cl)cc1-c1cc(C(=O)NCc2cc(C(F)(F)F)cc(C(F)(F)F)c2)[nH]n1	3	3	2	-9	-7	47*	-3	-24	0
CN(C)CCNc1ccc2nnn3c4ccc(O)cc4c(=O)c1c23	0	-1	13	7	0	11	-6	-6	-2
CCCN(CCC)C(=O)CCSCCC(=O)N(CCC)CCC	3	0	-2	-5	1	-4	-6	8	0
CN(CC(=O)O/N=C(\N)c1ccc(Br)cc1)S(=O)(=O)c1ccccc1	1	1	-9	-6	5	3	-1	0	-1
COc1ccc(C(=O)Nc2nc(-c3ccccc3)c(C(C)=O)s2)c(OC)c1	0	2	-17	-4	3	7	-6	-10	-4
O=S(=O)(Nc1ccccn1)c1cc(Cl)ccc1Cl	2	14	13	11	-10	8	-4	-7	1
CC(COc1ccc(/C=C/c2ccccc2)cc1)[N+](C)(C)C (stereo unspecified)	16	1	8	10	-18	-2	2	-16	-1
COc1ccc(NC(=O)NC2CC3CCCC(C2)N3Cc2ccccc2)cc1 (stereo unspecified)	5	1	-10	-1	2	1	-4	-5	-12
O=C(CCN1C(=O)/C(=C/c2ccccc2Cl)SC1=S)Nc1ccccn1	5	2	1	2	-1	0	-2	1	-1
COc1ccc(C2=NN(C(=O)CCC(=O)O)C(c3ccc(OC)c(OC)c3)C2)cc1 (stereo unspecified)	1	1	2	-7	-1	-16	0	6	-2
Cn1c(=O)c2c3c(sc2n2c(SCC(N)=O)nnc12)CC(C(C)(C)C)CC3 (stereo unspecified)	20	3	3	8	5	-7	1	15	3
O=C(O)COc1ccccc1/C=N/NC(=O)c1ccc2c(c1)OCCO2	6	0	-1	-3	-4	6	-2	0	-1
CC1=C(C(=O)N(C)C)CC(CC(=O)NCC2CCCCC2)C(=O)N1CCCN1CCCC1=O (stereo unspecified)	9	0	-15	-18	1	-14	2	17	0
Cc1nc([N+](=O)[O-])cn1CCC#N	0	-1	-6	6	14	-2	-2	11	6
COc1ccc(C(=O)N(C)C2CCCCC2)cc1S(=O)(=O)N1CCOCC1	2	2	8	-1	-5	8	-2	-1	2
O=C(/C=C/c1cccc(F)c1)OCC(=O)c1ccc[nH]1	0	5	5	-7	-1	11	-3	-8	-3
O=S(=O)(c1ccc(S(=O)(=O)N(Cc2ccc(F)cc2)C2CCCC2)cc1)N1CCCC1	10	1	8	-1	1	-11	-4	4	-1
Cc1cc(C)n(C(=O)c2ccc(S(=O)(=O)N3CCCC3)cc2)n1	9	1	0	-5	1	-8	-4	3	-1
CC(C)(C)C(CN1CCCC1)OC(=O)c1ccccc1 (stereo unspecified)	0	1	-3	-2	-1	-16	-9	7	-5
CN(C(=O)COC(=O)CCC(=O)c1ccc(F)cc1)C1CCCCC1	4	8	14	4	-15	-8	1	-1	5
CCc1ccc(OC(C)c2nnc(SCC(=O)Nc3ncccc3C)n2C)cc1 (stereo unspecified)	6	2	-5	6	0	-5	-3	3	0
COc1ccccc1C(=O)NCC(=O)NCCSc1ccc(Br)cc1	6	5	9	7	-7	0	-3	-2	-1
COc1ccc(/C=C2\CCCC3C2=NN(C(=O)CSc2ncn[nH]2)C3c2ccc(OC)cc2)cc1 (stereo unspecified)	5	4	13	-10	-8	-2	-1	1	-1
O=C(O)C1CC=CCC1C(=O)N1CCN(c2nc(-c3ccccc3Cl)c3cc(Br)ccc3n2)CC1 (stereo unspecified)	32	4	1	1	-5	4	-7	-9	-4
Cc1cc(C)cc(NC(=O)COC(=O)c2cc(C)oc2C)c1	-1	-1	9	4	0	-6	-4	7	-2
O=C1NC(c2cccc(Br)c2)=N/C1=C\c1ccco1	6	2	-4	-11	-2	-7	-3	7	1
CSCC[C@H](NC(=O)N1CCn2c1nc1ccccc12)C(=O)NCc1ccco1	0	1	-16	-7	8	-9	-3	7	-4
CCC(C(=O)N1CCN(C(=O)c2ccco2)CC1)c1ccccc1 (stereo unspecified)	5	1	-3	2	5	-11	-4	10	0
COc1ccc(OC)c(C(=O)c2ccc(C(=O)Nc3ccc4ccccc4c3)cc2)c1	4	1	-2	-1	2	-3	-3	-5	-3
O=C(NCC(=O)N1CCN(Cc2ccccc2)CC1)c1ccccc1Cl	6	1	13	-7	-1	-4	0	3	4
c1csc(CNc2ncnc3nc[nH]c23)c1	2	3	1	-4	-4	-7	3	7	5
O=C(CN(c1cc(Cl)ccc1Cl)S(=O)(=O)c1ccccc1)N1CCOCC1	4	2	-1	-2	-4	-2	-4	5	-3
C[C@H](CO)N1C[C@H](C)[C@@H](CN(C)S(=O)(=O)c2cn(C)cn2)Oc2c(NS(=O)(=O)c3cccs3)cccc2C1=O	4	1	-4	-24	0	-14	0	13	0
Cc1ccccc1N(C(=O)c1ccco1)C(C(=O)NC1CCCC1)c1cccnc1 (stereo unspecified)	-1	3	8	-11	2	-2	-3	5	-1
Cc1cccc2c1-c1sc(C(=O)NCCCN3CCc4ccccc4C3)cc1CO2	27	0	11	46*	-6	58*	-5	-21	-16
Cc1ccc(C)c(OCCC(=O)OCC(=O)c2ccc3c(c2)NC(=O)CO3)c1	8	1	2	-8	-5	-5	3	6	5
Cc1ccc(-n2c(-c3ccccc3)cc(=O)nc2C)cc1	1	2	2	3	-2	16	-6	-11	1
CC(C)c1nc(C(=O)N2CCc3c([nH]c4ccccc34)C2c2ccccn2)cs1 (stereo unspecified)	0	1	-2	-2	2	-1	-10	5	-5
CCOc1ccccc1N1CC(C(=O)N(Cc2nnc(-c3ccccc3Cl)o2)C2CC2)CC1=O (stereo unspecified)	2	4	7	-5	-3	8	-6	-8	-2
CCOC(=O)C1=C(c2ccccc2)N=C2SCC(=O)N2C1c1cccc(OC)c1 (stereo unspecified)	2	-2	4	-1	-1	-1	-5	-1	-6

The listing continues.
Compound	TAAR1 ag	M4 ag	M5 antag	M4 antag	CHRM5 PAM	CHRM1 antagonist	M1 ag	CHRM1 PAM	M5 ag
CCO[C@@H]1OC(C(=O)N2CCN(Cc3ccc4c(c3)OCO4)CC2)=C[C@H](C2CC2)[C@H]1CCCO	10	5	0	-6	6	-22	-6	13	-3
CC(C)(C)N(NC(=O)c1ccccc1)C(=O)c1ccc(C(=O)N(NC(=O)c2ccccc2)C(C)(C)C)cc1	4	1	-1	-6	-4	4	-3	2	0
Fc1ccc(-c2ccnc3nc(N4CCOCC4)nn23)cc1	5	-1	-2	6	4	-7	-6	11	1
COc1ccc(-c2nc3nc(C)cc(C)n3n2)cc1	2	0	3	5	-1	-2	-1	4	-4
CC(C)(C)C(=O)N1CCN(c2ccc(NC(=O)c3ccc4c(c3)OCCO4)cc2)CC1	19	20	23	15	-10	-4	-1	0	3
CC(C)/C=C/C(=O)N1CCCC(N2CCN(c3ccccc3F)CC2)C1 (stereo unspecified)	-1	0	2	5	2	4	-8	-3	-1
CN(Cc1ccccc1)C(=O)COC(=O)c1ccc(=O)n(Cc2ccccc2)n1	2	1	0	3	5	-14	-3	8	2
Cc1ccc(C(=O)CSc2nnc(-c3cccnc3)n2N)cc1	-2	1	-3	-9	2	-14	-4	9	-1
CC1(C(=O)O)CCC(C(=O)NNC(=O)c2ccccc2Cl)C1(C)C (stereo unspecified)	4	0	0	6	1	18	-3	-5	4
Cc1ccc(S(=O)(=O)N2CCOCC2)cc1C(=O)OCC(=O)NC1CC1	1	0	-5	-9	2	5	1	6	1
O=C(Nc1sc2c(c1-c1nc3ccccc3[nH]1)CCCC2)C1CC1	3	0	5	-3	2	-29	-5	2	-5
COCCN(C(=S)Nc1ccc(OC)cc1)C1CCN(C(C)C)CC1	1	1	7	-8	-4	-6	-7	5	-3
O=C1OCCN1CC(=O)N1CCc2c([nH]c3ccccc23)C1c1ccccn1 (stereo unspecified)	-1	0	6	-3	-1	-4	-7	2	-9
O=C1C(c2ccccc2)NC(=S)N1C1CCCCC1 (stereo unspecified)	0	0	8	-6	-1	-16	-6	7	-1
CCS(=O)(=O)N1CCCC(C(=O)NCc2cccc(OC)c2)C1 (stereo unspecified)	12	0	-2	1	1	-13	-3	10	-3
COc1ccccc1-c1ccc(SCC(=O)NC2CCCC2)nn1	0	2	-4	-5	0	-2	-2	2	-1
CN(CC(=O)N1CCCCCC1)S(=O)(=O)c1cccc2cccnc12	2	4	-2	-1	-2	-15	3	11	5
COc1ccc(C(=O)NC2CCC(O)CC2)cc1S(=O)(=O)NCc1ccc(Cl)cc1 (stereo unspecified)	-2	2	-3	-10	9	-10	5	22	1
O=C(NCc1cccs1)C1C(=O)Nc2ccccc2C(=O)N1C1CCCC1 (stereo unspecified)	2	1	3	6	2	/	/	/	2
COc1ccc(C2=NOC3(CC(=O)N(c4ccc(F)cc4)C3=O)C2)c(OC)c1 (stereo unspecified)	8	2	7	6	-4	2	-1	2	2
COc1ccc(OC)c(NC(=O)CSc2nnc(CCCO)n2-c2ccccc2)c1	3	0	2	-3	3	-6	-1	11	4
CCCN(CCC)CCCNS(=O)(=O)c1cc(Br)cc2c1N(C(C)=O)CC2	8	0	0	-17	-7	-4	-6	1	-10

Arranged by length of the SMILES (smallest number first): three of the compounds above
Compound	TAAR1 ag	M4 ag	M5 antag	M4 antag	CHRM5 PAM	CHRM1 antagonist	M1 ag	CHRM1 PAM	M5 ag
Cc1ccc(C(=O)CSc2nnc(-c3cccnc3)n2N)cc1	-2	1	-3	-9	2	-14	-4	9	-1
COCCN(C(=S)Nc1ccc(OC)cc1)C1CCN(C(C)C)CC1	1	1	7	-8	-4	-6	-7	5	-3
COc1ccc(OC)c(NC(=O)CSc2nnc(CCCO)n2-c2ccccc2)c1	3	0	2	-3	3	-6	-1	11	4
